# Screening results (PubChem BioAssay)
# aSyn UTR inh = 5' untranslated region of α-synuclein, MLPCN primary screen; AID 1813; alpha-synuclein 5'UTR reporter, inhibitor activity; 300,000 compounds, 0.82% hits; inhibition, % (tested at 7.5 µM); in the data active = inhibition above about 60%;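 also: H4 neuroglioblastoma cells stably carrying SNCA 5'UTR luciferase fusion; 0% = DMSO wells and 100% = positive control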
# HIF act = HIF pathway transcriptional activation; U2OS HRE-luciferase reporter, luminescence; normalized: DMSO 0%, desferrioxamine 100%; activation, % at 7.5 µM (by protocol); 300,000 compounds, 0.32% hits;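 active = mean activation of at least 10% of the iron chelator positive control signal, with at least half of replicates also reaching 10%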
# HSF1 activator = increases HSF-1 driven luciferase reporter signal. activation, % at 9 µM. NIH3T3-HGL HSF-1 luciferase reporter, MG132, 8 h; 100% = twice DMSO control signal. 300,000 compounds, 1.7% hits. AID 504408;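 active = mean replicate activation of at least 50% with a set share of replicates each reaching 50%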;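 also: 0% = median of the neutral control wells and 100% = twice that signal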
# AI-2 QS modul = modulates the Vibrio harveyi AI-2 quorum sensing system | AID 2094 | 300,000 compounds, 0.4% hits | activity change, % at 7.5 µM | Vibrio harveyi JMH597 AI-2 luminescence/OD600 ratio, 9 h; hits give low values; strain lacks LuxN and CqsS sensors; 0 = neutral-control median; in the data active = activity change below about -75%, passing the limit was not always enough;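 also: luminescence divided by OD600 gain over 9 h not by final OD600 alone; inactives centre near 13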
# HSP90 inh = inhibitors of HSP90 luciferase refolding in rabbit reticulocyte lysate. luciferase refolding luminescence, 3 h. inhibition, % at 5.6 µM. 290,000 compounds, 0.91% hits;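 active = inhibition above the screen-wide mean plus 3 SD, computed separately per campaign, cut at about 16% in these data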;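 also: 0% = DMSO wells and 100% = 60 µM geldanamycin wells; inhibitors lower the luminescence because luciferase stays unfolded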
# HDAC3 inhib = human HDAC3 inhibition; AID 2718; O15379; recombinant HDAC3, fluorogenic peptide/trypsin coupled, fluorescence; 320,000 compounds, 0.15% hits; inhibition, % at 8.3 µM; in the data active = inhibition above about 26%, passing the limit was not always enough
# Target sequence (O15379 whole entry, looked up): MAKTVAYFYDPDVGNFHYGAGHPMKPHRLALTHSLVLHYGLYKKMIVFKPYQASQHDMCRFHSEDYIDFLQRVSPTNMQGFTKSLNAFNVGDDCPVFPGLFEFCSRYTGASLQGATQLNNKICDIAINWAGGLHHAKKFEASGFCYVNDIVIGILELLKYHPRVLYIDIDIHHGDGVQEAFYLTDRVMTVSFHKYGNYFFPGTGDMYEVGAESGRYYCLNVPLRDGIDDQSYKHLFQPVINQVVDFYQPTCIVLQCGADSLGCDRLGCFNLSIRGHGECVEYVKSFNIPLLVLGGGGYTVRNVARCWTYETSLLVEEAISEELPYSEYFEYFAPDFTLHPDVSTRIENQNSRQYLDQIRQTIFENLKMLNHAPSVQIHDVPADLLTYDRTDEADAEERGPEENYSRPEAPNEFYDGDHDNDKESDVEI
# KLF5 inh = suppresses KLF5 promoter-driven expression; DLD-1 KLF5 promoter-luciferase reporter, luminescence; inhibition, % at 5 µM; 290,000 compounds, 0.23% hits; AID 1700;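 active = inhibition above a per-plate limit of that plate's mean compound inhibition plus 3 SD, cut at about 60% in these data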;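 also: 0% = DMSO wells and 100% = LY294002 at 200 µM; higher means less KLF5 promoter-driven luciferase light; inactives centre near -14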
# Platelet DG rel = modulates dense granule release in human platelets; inhibition, %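 (compounds screened at 7.5 µM in platelet-rich plasma)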; 300,000 compounds, 0.22% hits; human platelet-rich plasma, SFLLRN dense granule ATP release, luminescence;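 active = mean replicate score, as percent of positive control, at or above 50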
# IEC-6 cytotox = counter-screen for KLF5 inhibitors: cytotoxicity in IEC-6 cells; IEC-6 cytotoxicity, luminescence viability; inhibition, % at 5 µM; 290,000 compounds, 0.78% hits; in the data active = inhibition above about 22%;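 also: 0% = plate median of test compound wells and 100% = cytotoxic reference compound wells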
# HSF1 inh = HSF1 inhibition | 300,000 compounds, 0.77% hits | AID 2098 | NIH3T3-HGL HSE-luciferase, MG132-induced, luminescence 8 h; hits give low values | activity change, negative = inhibition, % at 7.5 µM (by protocol);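 active = more than half of replicate wells show activity change below -50%, luminescence cut by over half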;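 also: luciferase reports HSF-1 transcriptional activity via heat shock element; 0% = median of DMSO wells and -100% = zero luminescence signal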
# * marks the source's active call; other numbers are inactive results; / = not tested or not shown.
SMILES,aSyn UTR inh,HIF act,HSF1 activator,AI-2 QS modul,HSP90 inh,HDAC3 inhib,KLF5 inh,Platelet DG rel,IEC-6 cytotox,HSF1 inh
COc1ccc(N2CCC(N3CCN(C)C(CCO)C3)CC2)cc1 (stereo unspecified),8,-16,7,2,2,0,-46,1,-4,-3
CCSc1nnc(NC(=O)C2CCN(S(=O)(=O)c3c(C)c(C)cc(C)c3C)CC2)s1,-16,-21,1,19,8,-1,5,-2,1,-10
CCC(Oc1ccccc1F)C(=O)NCCCn1ccnc1 (stereo unspecified),8,-13,24,/,-5,-5,0,-1,-1,-7
COc1ccc(Cc2nnc(NC(=O)CS(=O)(=O)c3ccc(C)cc3)s2)cc1OC,12,1.8,2,2,2,-1,2,-8,5,-5
CCCCn1c(N)c(N(CCOC)C(=O)c2sc3ccccc3c2Cl)c(=O)[nH]c1=O,-16,0.3,2,/,/,-1,/,-2,/,-1
CCS(=O)(=O)c1nc(S(=O)(=O)c2ccc(Cl)cc2)c(N2CCCC2)s1,2,0.3,49,-14,6,3,1,-5,4,25
N#CCCN(CCC#N)C(=O)c1ccc2c(c1)OCO2,-2,-0.1,7,29,2,0,-29,-2,-8,-7
CCO[C@H]1OC(C(N)=O)=C[C@@H](C2CC2)[C@@H]1CCCO,9,-0.4,-6,15,/,-8,/,-3,/,-6
Cc1sc2ncnc(Nc3ccc(O)cc3)c2c1C,-5,0.1,16,0,1,-1,-7,-3,1,5
COCCn1c(C)cc(C(=O)CSc2ccc(NC(C)=O)cc2)c1C,-50,1.3,-23,0,3,2,-55,2,-1,-22
Cc1ccc(OCCN2CCN(C(=O)CCC(=O)Nc3nnc(C(C)C)s3)CC2)cc1,-16,0.7,27,16,-2,6,-30,-4,2,-6
CC1CN(C(=O)c2ccc(S(=O)(=O)Nc3cccc(C(F)(F)F)c3)cc2)CC(C)O1 (stereo unspecified),-7,-6.7,22,-16,/,5,/,-14,/,7
Cc1nc(C(=O)NCCCO)cc2c1[nH]c1ccccc12,-25,0.0,-2,39,-2,-13,-40,8,7,-3
O=C(NCCCc1ccc(F)cc1)C1CCC(=O)N(CC2CCCCC2)C1 (stereo unspecified),-12,0.0,-16,10,2,-4,3,-8,-3,5
CCCCN=C(NNc1ccc(Br)cc1)C(=O)OCC,-3,0.1,1,7,0,-4,-27,-20,3,3
CCOc1ccc(NC(=O)Nc2cccc(C(=O)O)c2)cc1,108*,-3.0,-76,16,89*,-8,94*,5,-1,-72*
CC1(C(=O)NCc2cccnc2)CCC(=O)N1CCc1ccccc1 (stereo unspecified),-12,-0.1,-17,10,0,0,-11,11,-6,-6
NC(=S)Nc1ccc(Cl)c(Cl)c1,-13,0.0,11,35,-2,-2,-26,-26,-1,-8
COc1ccc(OC)c(/C=C/C(=O)OCC(=O)c2c(N)n(C)c(=O)n(C)c2=O)c1,19,0.1,1,10,-3,0,-33,-5,-1,-2
CCC(=O)Nc1cccc(NC(=O)CSc2nnnn2Cc2ccccc2)c1,-1,-8.7,42,40,1,4,16,-4,2,26
COCC(=O)N(Cc1cc2ccccc2[nH]c1=O)c1ccc(OC)cc1,2,0.0,33,9,3,0,-35,4,-1,1
Nc1ccc(OC(=O)Nc2ccc(O)cc2)cc1,91*,-2.1,-9,13,3,6,8,9,6,-12
COc1ccc(/C=C/C(=O)NCCCN2CCOCC2)cc1,-10,0.0,1,20,-4,0,-12,1,0,-3
COC(=O)[C@H](Cc1c[nH]c2ccccc12)NC(=O)NCc1ccc(OC)cc1,-2,0.3,10,10,-1,8,-6,4,-4,-4
O=C(CSC1=NCCS1)NC(NC(=O)CSC1=NCCS1)c1ccccc1,-54,-0.6,10,-1,-1,-9,-18,-1,-5,-1
CCOC(=O)c1sc(N2C(=O)C(O)=C(C(=O)c3ccc(C)o3)C2c2cccc([N+](=O)[O-])c2)nc1C (stereo unspecified),6,-0.1,11,23,0,-3,-9,51*,-3,9
Cc1csc(SCC(=O)Nc2nccs2)n1,2,0.5,3,5,/,-2,/,7,/,3
CCC1CCCCN1CC(C)(C)NS(=O)(=O)c1ccccc1 (stereo unspecified),13,-0.6,-26,11,2,4,7,1,5,-4
COc1ccc([N+](=O)[O-])cc1NC(=O)C(C)OC(=O)c1cccnc1 (stereo unspecified),10,0.0,11,5,4,2,7,-7,8,0
CC1(C)CC(NC(=O)c2ccccc2C(=O)NC2CC(C)(C)NC(C)(C)C2)CC(C)(C)N1,-2,0.0,4,23,-1,0,-8,0,5,-2
CCOC(=O)c1c[nH]c2c3c(ccc2c1=O)CCCC3,-60,1.1,19,23,1,6,-39,0,1,13
O=C(O)c1cccc(-n2cnnn2)c1,/,/,/,34,0,-7,5,/,0,/
COc1ccccc1C(=O)N/C(=C/c1ccc(Br)cc1)C(=O)NCCCn1ccnc1,-3,0.1,-10,33,2,6,2,-9,6,3
O=C(NC1CCCCC1)c1ccc(Cl)c(NC(=O)c2ccccc2F)c1,22,0.2,-11,9,1,1,-14,3,6,-6
Cc1nn(-c2ccccc2)c2c1C1(C(=O)N(C)c3ccccc31)C(C#N)=C(N)O2 (stereo unspecified),1,-0.7,12,-3,2,9,-8,-2,3,6
CCCN(CCC)CC(C)(C)NS(=O)(=O)c1ccc(Cl)cc1,4,-1.9,-9,27,2,0,8,-6,6,-1
CCS(=O)(=O)N1CCC(C(=O)OCC(=O)c2ccc(Br)cc2)CC1,-22,0.3,-5,4,2,-12,-45,5,-3,0
CCOc1ccc(N/C=C/C(=O)c2cc(OC)c(OC)c(OC)c2)cc1,-117,6.1,35,0,0,5,6,0,10,-2
O=C(Cn1ccc2ccccc2c1=O)N1CCN(Cc2ccc3c(c2)OCO3)CC1,25,-24,8,21,-1,2,-37,11,-1,-5
Cc1onc(-c2ccccc2)c1C(O)c1ccc(F)cc1 (stereo unspecified),19,1.8,-14,-2,2,4,11,-1,-2,-3
O=C(C1CCCO1)N1CCN(C(=S)Nc2cc(F)cc(F)c2)CC1 (stereo unspecified),-2,-0.8,-12,18,0,-6,-11,-3,7,-5
CCOC(=O)c1c(NC(=S)Nc2cccc(C)c2)sc2c1CC(C)(C)SC2,4,-0.2,3,48,2,6,-3,-3,0,0
CCCCn1c(N)c(N(CC(C)C)C(=O)CCS(=O)(=O)c2ccc(C)cc2)c(=O)[nH]c1=O,-12,-0.2,-25,6,/,2,/,10,/,-16
COC(=O)c1ccc(CSc2nnc(-c3ccncc3)n2Cc2ccccc2)o1,8,-0.4,-1,-1,-1,3,-28,1,-4,-3
Cc1ccc2c(c1)sc1nc(=O)ccn12,12,-0.2,-17,/,-1,5,6,2,0,0
CCOc1cc(C=O)ccc1OCC(=O)N1CCCC1,-6,0.1,1,37,-2,2,-40,9,-4,-4
COc1ccc(NC(=O)CS(=O)CC(=O)NCc2cccc(C(F)(F)F)c2)cc1 (stereo unspecified),5,-0.2,-10,29,4,-4,0,-7,3,3
CCOc1ccc(CC(=N)C2=C(O)CC(C)(C)CC2=O)cc1OCC,0,0.8,7,15,0,/,-27,-10,-3,-4
Cc1nn(CCCC(=O)O)c(C)c1[N+](=O)[O-],10,-0.2,-4,35,-1,-7,-1,4,-5,-2
CCN(CC)S(=O)(=O)c1cccc(C(=O)N[C@H](C(=O)OCC(N)=O)C(C)C)c1,-2,-2.0,-10,12,2,-6,-17,1,-7,-15
COc1ccc(NCC(=O)N/N=C/C=C/c2ccccc2[N+](=O)[O-])cc1,7,1.2,11,9,3,9,-37,-12,2,3
CCOc1ccccc1-n1c(SCC(=O)NC)nnc1-c1ccco1,-11,-0.2,-6,11,-1,-2,5,-4,3,0
Fc1cccc(NC(=S)NCCc2ccccc2)c1,-71,0.8,25,3,3,4,-26,2,4,13
COc1ccccc1N1CCN(C(=O)CSc2nnc(NC(=O)C3CCC3)s2)CC1,-4,1.0,-1,10,5,4,-13,-2,6,-9
O=C(NN1C(=O)/C(=C/c2cccs2)SC1=S)c1ccccc1,4,2.1,11,16,-1,2,1,-2,3,-1
CN(C)S(=O)(=O)c1cccc(C(=O)Nc2ccc(Cl)cn2)c1,-116,2.6,21,6,1,1,-70,0,6,12
COc1ccc(C2C(C#N)=C(N)Oc3cc(O)ccc32)cc1Cl (stereo unspecified),-12,0.0,-12,6,-2,4,14,2,6,0
CC(=O)c1cccc(N(C(=O)CS(=O)CC(=O)Nc2ccc(F)cc2)C(C(=O)NC2CCCCC2)c2ccc(C)o2)c1 (stereo unspecified),14,-0.4,4,11,-5,-1,-10,10,7,-3
CCOC(=O)C1CCCN(C(=O)/C=C/c2cccc([N+](=O)[O-])c2)C1 (stereo unspecified),4,-0.5,0,17,1,0,12,-9,5,-3
C=CCNC(=O)CN(Cc1ccccc1)S(=O)(=O)c1ccc(C)cc1,8,0.8,-15,29,0,-5,-22,-3,-2,8

# The list continues.
SMILES,aSyn UTR inh,HIF act,HSF1 activator,AI-2 QS modul,HSP90 inh,HDAC3 inhib,KLF5 inh,Platelet DG rel,IEC-6 cytotox,HSF1 inh
COc1ccccc1N1CCN(C(CNS(=O)(=O)c2ccc(C)cc2)c2cccnc2)CC1 (stereo unspecified),11,-0.3,2,16,1,13,-12,-2,-2,1
COc1cc(C(=O)NNC(=O)c2ccccc2Br)ccc1OCC(=O)N1CCOCC1,9,0.1,-9,34,/,12,/,10,/,-1
Cc1ccc(S(=O)(=O)NCCC(=O)N2CCCCCCC2)cc1,5,0.9,-3,7,/,8,/,-2,/,-4
CC(O)c1nc2ccccc2n1CC(=O)N1CCN(c2ccccc2)CC1 (stereo unspecified),-26,0.2,-7,-5,-5,1,-35,2,1,1
Cc1ncc(CO)c2c1Oc1nc(-c3ccccc3F)nc(SCC(=O)N(C)c3ccccc3)c1C2,-18,0.3,-3,21,-4,-2,3,1,-8,-18
O=[N+]([O-])c1ccc(CN2CCN(c3ccc(Cl)cc3)CC2)o1,5,-18,2,/,13,4,-18,-2,6,-3
O=C(c1ccccc1)N1CCCC(C(=O)N2CCc3ccccc3C2)C1 (stereo unspecified),21,0.0,17,33,-1,1,-36,-2,1,-1
COc1cc(/C=N/NC(=O)c2cc(C)oc2C)ccc1O,4,0.0,-70,7,0,-1,-67,-1,4,-61*
Clc1cccc(Nc2ncnc3c2cnn3-c2ccccc2)c1,-86,3.1,47,1,/,3,/,-8,/,21
CCC(c1nnnn1C(C)(C)C)N1CCN(C2CCCC2)CC1 (stereo unspecified),-4,-0.2,-7,11,0,2,-18,14,2,-3
O=C(O)c1ccccc1-c1ccccc1C(=O)Nc1ccc(OC(F)(F)F)cc1,16,0.1,-5,-3,-4,2,-8,0,-1,-1
N#Cc1cnc(SCCc2ccccc2)nc1N,-71,1.1,24,-2,1,3,-47,9,1,7
CCC(C)(C)NC(=O)C(c1ccc(OC)cc1)N(Cc1cccs1)C(=O)CCC(=O)Nc1cc(C)on1 (stereo unspecified),/,/,/,/,2,5,-11,/,-3,/
NC(=O)C1Cc2ccccc2CN1S(=O)(=O)c1cccs1 (stereo unspecified),-24,-0.3,-14,-5,-3,0,-31,-1,-4,12
